Screening results from PubChem.
AID772 = HT29 colon tumor cell growth inhibition, primary screen, imaging, high content imaging, 72 h, CellTiter-Glo (AID 772); 3,300 compounds, 0.6% hits; HT29 cell growth, HCS imaging cell count, 72 h; stronger effect = higher value; growth inhibition, % at 10 µM;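 active = growth inhibition above 90%, meaning viable cell count cut by more than 90% versus vehicle controls; inactive = growth inhibition below 90%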
AID364 = Jurkat cell viability reduction – Jurkat E6.1, NIH starter set, primary screen (AID 364); Jurkat E6.1 viability, ATP luminescence, 48 h; higher % means a stronger effect; inhibition, % at 4 µM, or CC50 in µM where a hit was titrated; 3,300 compounds, 2% hits;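 active = concentration giving half-maximal inhibition at or below 20 micromolar; inactive = half-maximal concentration above 20 micromolar, or not dose tested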;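 note: 100% = cells treated with 4 µM doxorubicin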
A549 proliferation = A549 NSCLC cell proliferation inhibitors – ATP luminescence, human non-small cell lung line, primary screen (AID 371); A549 growth inhibition, ATP luminescence; stronger effect = higher value; growth inhibition, % at 10 µM; 3,300 compounds, 8.4% hits;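 active = mean growth inhibition over the two runs of 50% or more; inactive = mean growth inhibition under 50%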;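 note: compound exposure lasted 72 h before the ATP read; 0% = untreated cell signal and 100% = no luminescence left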
HT29 cell growth-1 = HT29 colon tumor cell growth inhibition, primary screen, imaging, high content imaging, 24 h, CellTiter-Glo (AID 770). HT29 cell number by imaging, 24 h; stronger effect = higher value. growth inhibition, % at 10 µM. 3,300 tested, under 10 active;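 active = growth inhibition above 90% in viable cell count at a single dose; inactive = growth inhibition below 90%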
HT29 cell growth-2 = HT29 colon tumor cell growth inhibition, primary screen, imaging, high content imaging, 48 h, CellTiter-Glo (AID 771); growth inhibition, % at 10 µM; 3,300 compounds, 2% hits; HT29 cell growth, HCS imaging cell count, 48 h; stronger effect = higher value;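 active = growth inhibition above 90%, meaning viable cell count by imaging cut by more than 90% versus vehicle controls; inactive = growth inhibition below 90%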;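 note: percent fewer viable cells counted by imaging than vehicle controls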
HT29 cell growth-1 condensed nuclei = recorded beside HT29 cell growth-1, whose call it bears; condensed nuclei, %; measured here: percent cells with condensed nuclei;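 share of cells whose nuclear area falls below control median minus 1.5 SD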
HT29 cell growth-1 ATP viability = recorded beside HT29 cell growth-1, whose call it bears; growth inhibition, %; measured here: ATP CellTiter-Glo viability
HT29 cell growth-2 condensed nuclei = recorded beside HT29 cell growth-2, whose call it bears; condensed nuclei, %; measured here: percent cells with condensed nuclei;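 condensed means Hoechst nuclear area under control median minus 1.5 SD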
AID772 condensed nuclei = further read-out of AID772, marked with its call; condensed nuclei, %; measured here: percent cells with condensed nuclei;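 condensed means nuclear area below control median minus 1.5 SD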
AID772 second = also measured in AID772; calls as there; growth inhibition, %; measured here: ATP CellTiter-Glo viability
* = called active by the depositor. An excerpt, so the mix of outcomes need not match the whole.

Results for CN(C)CCOc1ccccc1Cc1ccccc1 ?
AID772: 4; AID364: 10%; A549 proliferation: 7; HT29 cell growth-1: -24; HT29 cell growth-2: -32; HT29 cell growth-1 condensed nuclei: 3.4; HT29 cell growth-1 ATP viability: -10; HT29 cell growth-2 condensed nuclei: 2.1; AID772 condensed nuclei: 4; AID772 second: -3

What do the screens show for `Cn1c(=O)c2c(ncn2CCO)n(C)c1=O`?
AID772: -30; AID364: -1%; A549 proliferation: 2; HT29 cell growth-1: -24; HT29 cell growth-2: -24; HT29 cell growth-1 condensed nuclei: 2.9; HT29 cell growth-1 ATP viability: -24; HT29 cell growth-2 condensed nuclei: 1.8; AID772 condensed nuclei: 4; AID772 second: -26

What do the screens show for `CCCCC1C(=O)N(c2ccccc2)N(c2ccccc2)C1=O`?
AID772: 22; AID364: -2%; A549 proliferation: 11; HT29 cell growth-1: 17; HT29 cell growth-2: 23; HT29 cell growth-1 condensed nuclei: 4.9; HT29 cell growth-1 ATP viability: 16; HT29 cell growth-2 condensed nuclei: 4.7; AID772 condensed nuclei: 3; AID772 second: -3

Results for Cc1cccc(C)c1NC(=O)C1CCCCN1C (stereo unspecified) ?
AID772: -22; AID364: -1%; A549 proliferation: -2; HT29 cell growth-1: 3; HT29 cell growth-2: 7; HT29 cell growth-1 condensed nuclei: 4.8; HT29 cell growth-1 ATP viability: -19; HT29 cell growth-2 condensed nuclei: 2.5; AID772 condensed nuclei: 1; AID772 second: -32

A section of the results above, as a working copy:
What do the screens show for `CCCCC1C(=O)N(c2ccccc2)N(c2ccccc2)C1=O`?
AID772: 22; AID364: -2%; A549 proliferation: 11; HT29 cell growth-1: 17; HT29 cell growth-2: 23; HT29 cell growth-1 condensed nuclei: 4.9; HT29 cell growth-1 ATP viability: 16; HT29 cell growth-2 condensed nuclei: 4.7; AID772 condensed nuclei: 3; AID772 second: -3

Results for Cc1cccc(C)c1NC(=O)C1CCCCN1C (stereo unspecified) ?
AID772: -22; AID364: -1%; A549 proliferation: -2; HT29 cell growth-1: 3; HT29 cell growth-2: 7; HT29 cell growth-1 condensed nuclei: 4.8; HT29 cell growth-1 ATP viability: -19; HT29 cell growth-2 condensed nuclei: 2.5; AID772 condensed nuclei: 1; AID772 second: -32
